# POLB inh: inhibitors of human DNA polymerase beta; Pol beta primer extension/strand displacement, fluorescence kinetic; AID 485314; Potency, µM (doses to about 114 µM), without a hit: at the top dose activity change, negative = inhibition, most hits filed as inhibitors; hit rate 1.3% among 340,000; P06746; also: potency is read from the fitted curve at half-maximal effect; % is scaled to controls: 0 for no effect and ±100 for the full control effect
#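 Values derive from four-parameter Hill fits of normalized kinetic data: reads at 0 and 10 min following addition of 50 nM substrate to 10 nM Pol beta preincubated 15 min with compound.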
# Apoferritin bind: binds horse apoferritin like a general anesthetic; apoferritin/1-aminoanthracene competitive binding, fluorescence; Potency, µM (highest dose often 77.5 µM), inactives show top-dose activity change, negative = displacement, most hits filed as inhibitors; P02791; hit rate 0.074% among 350,000; also: potency is read from the fitted curve at half-maximal effect; % is scaled to controls: 0 for no effect and ±100 for the full control effect; nearly all actives have a fitted effect of over 20% in size
# Target sequence (P02791 2-175 limits assumed): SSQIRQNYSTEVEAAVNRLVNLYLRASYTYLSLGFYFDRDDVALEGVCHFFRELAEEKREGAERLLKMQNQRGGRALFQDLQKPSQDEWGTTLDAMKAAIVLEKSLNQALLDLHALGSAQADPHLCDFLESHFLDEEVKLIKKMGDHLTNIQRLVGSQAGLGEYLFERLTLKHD
#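 Apoferritin-based anesthetic binding model; compound displacement of fluorescent 1-AMA measured as endpoint fluorescence after 10 minutes at room temperature, scaled to free-ligand and complex controls.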
# Tb PGK inh: inhibitors of T. brucei phosphoglycerate kinase. PGK/GAPDH coupled, Kinase-Glo luminescence, 60 min. Potency, µM (highest dose often 57.5 µM), for inactives: top-dose activity change, negative = inhibition, actives largely listed as inhibitors. hit rate 0.043% among 380,000. AID 602233; also: potency is read from the fitted curve at half-maximal effect; % is scaled to controls: 0 for no effect and ±100 for the full control effect; nearly all actives have a fitted effect of over 60% in size
#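 Luminescent ATP detection (Kinase-Glo Plus) follows a 60-minute room-temperature incubation, with wells lacking PGK as controls. Buffer: 100 mM TEA (pH 7.6), 5 mM MgCl2, 0.01% Tween-20. Coupling enzyme GAPDH (100 nM final) supplies unstable 1,3-BPG in-well.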
# BLM helicase inh: Bloom syndrome helicase (human) inhibition. P54132. recombinant BLM DNA unwinding, fluorescence dequenching. Potency, µM (top dose mostly 56.1 µM), without a hit: at the top dose activity change, negative = inhibition, usual class: inhibitors. hit rate 0.2% among 350,000. AID 2528;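 also: potency is read from the fitted curve at half-maximal effect; plate controls were vehicle for no effect and no enzyme for full effect; nearly all actives have a fitted effect of over 35% in size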
# POLI inh: blocks human DNA polymerase iota activity | Q9UNA4 | Pol iota fluorescent replication assay, 10 min | Potency, µM (titrated, usually from 115 µM), for the others: at the highest dose activity, negative = inhibition, usual class: inhibitors | hit rate 1% among 390,000 | AID 588590; also: potency is read from the fitted curve at half-maximal effect
#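 Pol iota at 10 nM preincubated 15 min with compounds at room temperature; reaction started with fluorescent substrate, 50 nM final. Fluorescence read kinetically at 0 and 10 min; buffer-only wells as negative control.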
# APEX1 inh: blocks human APE1 abasic DNA cleavage; Potency, µM (top dose mostly 65.8 µM), without a hit: at the top dose activity change, negative = inhibition, actives largely listed as inhibitors; recombinant APE1, TAMRA/BHQ-2 abasic DNA cleavage fluorescence; hit rate 0.35% among 350,000;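 also: potency is read from the fitted curve at half-maximal effect; plate controls were vehicle for no effect and reference inhibitor for full effect; nearly all actives have a fitted effect of over 55% in size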
#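 0.75 nM APE1 + cpd, 15 min RT; start w/ 50 nM TAMRA/BHQ-2 THF-abasic dsDNA; kinetic fluor 525/598 nm ×3 reads @60 s; Δ(read3−read1); normalized to DMSO and NSC13755 control wells.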
# Pol eta inh: DNA polymerase eta (human) inhibition. Q9Y253. recombinant Pol eta, fluorescent DNA replication assay. Potency, µM (top dose mostly 114 µM), inactives show top-dose activity change, negative = inhibition, usual class: inhibitors. hit rate 1.2% among 390,000; also: potency is read from the fitted curve at half-maximal effect; % is scaled to controls: 0 for no effect and ±100 for the full control effect
#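 Fluorescent replication assay: 50 nM final substrate added after a 15 min room-temperature compound preincubation with 10 nM enzyme. Signal taken at 0 min and again at 10 min.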
# POLK inh: DNA polymerase kappa (human) inhibition; Potency, µM (titrated, usually from 107 µM), without a hit: top-dose activity, negative = inhibition, most hits filed as inhibitors; purified Pol kappa, fluorescent DNA synthesis assay, 10 min; Q9UBT6; hit rate 0.53% among 400,000; also: potency is read from the fitted curve at half-maximal effect; % is scaled to controls: 0 for no effect and ±100 for the full control effect
#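 50 nM final substrate added after 15 min RT preincubation of 10 nM Pol kappa with compound; fluorescence read at 0 and 10 min.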
# RXFP1 antag: antagonists of human relaxin receptor RXFP1. activity change, negative = inhibition, % at 57.5 µM. AID 1259400. hit rate 0.59% among 350,000. HEK293-RXFP1, relaxin-stimulated cAMP HTRF, 30 min; hits give low values;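 active = activity change of -60% or lower, but not beyond a set lower limit; inconclusive = change between -60% and -40%, or beyond the set limit; inactive = change above -40%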; also: % is scaled to controls: 0 for no effect and ±100 for the full control effect
# Target sequence (Q9HBX9 whole entry, looked up): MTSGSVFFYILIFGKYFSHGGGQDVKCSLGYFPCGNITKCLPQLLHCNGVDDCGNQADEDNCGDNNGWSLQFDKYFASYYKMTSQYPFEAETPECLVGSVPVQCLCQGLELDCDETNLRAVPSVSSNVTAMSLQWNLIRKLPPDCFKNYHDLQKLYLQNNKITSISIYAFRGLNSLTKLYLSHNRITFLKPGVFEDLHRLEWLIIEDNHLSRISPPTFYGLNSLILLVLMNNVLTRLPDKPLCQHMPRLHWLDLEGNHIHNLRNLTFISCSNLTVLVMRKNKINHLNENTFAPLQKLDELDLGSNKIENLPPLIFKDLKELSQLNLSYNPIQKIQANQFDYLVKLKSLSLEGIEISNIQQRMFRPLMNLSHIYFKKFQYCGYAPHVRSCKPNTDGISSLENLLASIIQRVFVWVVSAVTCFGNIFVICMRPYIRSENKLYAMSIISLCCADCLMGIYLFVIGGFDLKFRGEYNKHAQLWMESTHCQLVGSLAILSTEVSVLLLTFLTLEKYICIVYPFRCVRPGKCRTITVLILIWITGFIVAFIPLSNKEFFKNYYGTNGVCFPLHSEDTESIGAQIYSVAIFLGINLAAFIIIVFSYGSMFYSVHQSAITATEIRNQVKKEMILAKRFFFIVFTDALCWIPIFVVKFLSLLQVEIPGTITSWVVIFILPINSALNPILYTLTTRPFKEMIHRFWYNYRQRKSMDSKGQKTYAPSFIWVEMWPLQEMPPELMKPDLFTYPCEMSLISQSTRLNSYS
# Active calls of the source: *; i = inactive; ? = inconclusive; . = no result given; & = joins results of further samples; [ ] = dose if it differs, or a comment. Unless noted, calls follow the shape of the dose curve; as a rule, active = well fitted curve in the direction sought with a large enough effect; inconclusive = small, poorly fitted or top-dose-only effect, or another doubt; inactive = no such curve, though single readings can be large; an effect the other way counts as inactive or inconclusive.
1	CC1=C(C(=O)Nc2ccc(C)cc2)C(c2ccccc2Cl)n2nnnc2N1 (stereo not given)
2	CS(=O)(=O)N1CCC2(CC1)OCCN2S(=O)(=O)c1ccccc1
3	COc1ccc(CN(C)CC(=O)NC(C)c2ccccc2)cc1OC (stereo not given)
4	COc1ccc(CCNCCC(=O)Nc2c(C)cc(C)cc2C)cc1OC
5	CCOC(=O)c1ccccc1NC(=O)CC1Nc2ccccc2NC1=O (stereo not given)
6	COc1ccc(Cl)cc1-n1c(CCC(=O)O)ccc1-c1ccc(C)cc1
7	CC1CCC(CN2CCN=C2N(C)C)CC1 (stereo not given)
8	COc1ccccc1-c1ocnc1C(=O)N1CCN(S(=O)(=O)c2ccc(NC(C)=O)cc2)CC1
9	CS(=O)(=O)N(CCc1ccccc1)CC(=O)NCc1cccnc1
10	COC(=O)c1ccccc1NC(=O)C(=O)NCc1ccncc1

Assay by compound,1,2,3,4,5,6,7,8,9,10
Tb PGK inh,-1%,8%,-2%,-4%,.,i,1%,-3%,0%,5%
POLI inh,15%,-14%,117%[activator],146%[activator],.,-9%,?,110%[activator],9%,-1%
POLB inh,-16%,.,-15%,68%,3%,-1%,.,-12%,1%,7%
Apoferritin bind,48%,.,-5%,4%,-12%,?,.,-1%,-2%,-8%
APEX1 inh,.,-11%,-2%,13%,0%,.,-9%,18%,1%,-4%
Pol eta inh,-19%,-8%,4%,-5%,.,-1%,0%,-20%,-8%,-3%
BLM helicase inh,-2%,.,0%,-7%,-3%,-3%,.,1%,3%,1%
POLK inh,10%,-16%,0%,-15%,.,3%,-10%,5%,-6%,-13%
RXFP1 antag,-4,-5,5,-3,.,-3,.,-1,2,-29

11	CCOC(=O)c1cc(OC(=O)c2cccs2)n(-c2ccccc2)n1
12	COc1ccc(-c2cc(Cl)cc3c(=O)c4ccccc4n(C)c23)cc1F
13	O=C(O)CCCC(=O)N1N=C(c2ccccc2)CC1c1ccc2c(c1)OCO2 (stereo not given)
14	C/C(CCC(=O)OC[C@H]1O[C@H](C#Cc2ccccc2)C=C[C@@H]1Oc1ccc(C)cc1)=N\O[C@@H](C)CN1CCCCc2nc(C)c(C)cc21
15	CCCCN1C(=S)NC[C@@H]1Cc1ccccc1
16	Cc1ccc(S(=O)(=O)NN2C(=O)/C(=C/c3ccc(C(=O)O)cc3)SC2=S)cc1
17	Cc1cc(O)cc(O)c1C(=O)Cc1cscn1
18	CCN1C(=O)/C(=C2/Sc3ccc(OC)cc3N2C)SC1=Nc1ccc(OC)cc1
19	CC(=O)Nc1ccc(N)cc1
20	CCN(CC)C(=O)c1ccc2c(c1)N(Cc1ccc(C(F)(F)F)cc1)C(=O)c1ccccc1S2

Assay by compound,11,12,13,14,15,16,17,18,19,20
Tb PGK inh,3%,-3%,-4%,.,-9%,-1%,-3%,7%,i,i
POLI inh,-12%[58.9 µM],0%,41%[activator],.,-13%,13µM*,8%,122%[activator],35%[activator],4%
POLB inh,-13%,69%,?,-19%,16%,16%,0%,34%,.,8%
Apoferritin bind,19%,-11%,-4%,?,-6%,-10%,-9%,-3%,.,?
APEX1 inh,-7%,-15%,-7%,2%,-2%,1%,-3%,0%,4%&0%,.
Pol eta inh,-4%,-4%,-3%,.,-10%,-23%,-3%,-17%,-10%,-14%
BLM helicase inh,1%,-4%,-1%,-13%,-2%,-2%,1%,-5%,.,-9%
POLK inh,-6%,-17%,5%,.,21%,?,-23%,-2%,7%,1%
RXFP1 antag,-13,.,-12,.,.,-4,-1,-14,.,.

21	Cc1nnc(SCC2=C(C(=O)O)N3C(=O)C(NC(=O)Cn4nc(C)c(Cl)c4C)C3SC2)s1 (stereo not given)
22	CCN(CC)C(=O)CSc1nc2ccc(NC(=O)CSc3nccn3C)cc2s1
23	CC(=O)c1ccc(N2CCN(C(=O)C3CCC3)CC2)cc1
24	O=c1c2ccccc2c(C=Nc2ccc(S(=O)(=O)N3CCCCC3)cc2)c(O)n1-c1ccc(Cl)cn1
25	Cc1ccc(N2C(=O)C3C4C=CC(C4)C3C2=O)cc1C (stereo not given)
26	Cc1cc(=O)c2c(O)c3c(O)cc(O)c4c5c(O)cc(O)c6c(O)c7c(=O)cc(C)c8c1c2c(c34)c(c65)c78
27	O=c1[nH]c(C2CCN(S(=O)(=O)c3ccccc3)CC2)nc2c1nnn2Cc1ccc2c(c1)OCCO2
28	O=c1c2ccccc2nc(-c2ccc([N+](=O)[O-])cc2)n1O
29	COc1cc(C(=O)NCc2nnc(SCC(=O)Nc3cc(C)cc(C)c3)o2)cc(OC)c1OC
30	COc1ccccc1C1/C(=C(\O)c2ccc3c(c2)OCCO3)C(=O)C(=O)N1CCCN(C)C (stereo not given)

Assay by compound,21,22,23,24,25,26,27,28,29,30
Tb PGK inh,-22%,-1%[11.5 µM],i,-7%,5%,.,i,i,-7%,.
POLI inh,-27%,25µM*,26%,16%,1%,.,4%,79%[activator],17%,.
POLB inh,40µM*,5.6µM*,8%,36%,15%,.,29%,-4%,-22%,-7%
Apoferritin bind,-7%,-3%,-17%,6%,?,?,-6%,-2%,-6%,-6%
APEX1 inh,-12%,0%,0%,5%,-5%,3.2µM*,4%,-6%,12%,4%
Pol eta inh,?,-13%,5%,-5%,-12%,.,-13%,-17%,-10%,.
BLM helicase inh,-7%,-12%,-7%,-8%,2%,20µM*,-7%,-3%,-2%,0%
POLK inh,-28%,-40%,-5%,-19%,-16%,10µM*,4%,0%,-16%,.
RXFP1 antag,-27,-4,-10,5,4,.,-3,15,7,.

# Some of these compounds in order of molar mass, falling:
26	Cc1cc(=O)c2c(O)c3c(O)cc(O)c4c5c(O)cc(O)c6c(O)c7c(=O)cc(C)c8c1c2c(c34)c(c65)c78
20	CCN(CC)C(=O)c1ccc2c(c1)N(Cc1ccc(C(F)(F)F)cc1)C(=O)c1ccccc1S2
22	CCN(CC)C(=O)CSc1nc2ccc(NC(=O)CSc3nccn3C)cc2s1
10	COC(=O)c1ccccc1NC(=O)C(=O)NCc1ccncc1

Assay by compound,26,20,22,10
Tb PGK inh,.,i,-1%[11.5 µM],5%
POLI inh,.,4%,25µM*,-1%
POLB inh,.,8%,5.6µM*,7%
Apoferritin bind,?,?,-3%,-8%
APEX1 inh,3.2µM*,.,0%,-4%
Pol eta inh,.,-14%,-13%,-3%
BLM helicase inh,20µM*,-9%,-12%,1%
POLK inh,10µM*,1%,-40%,-13%
RXFP1 antag,.,.,-4,-29

# (list continues)
31	CCC1(CC)C(=O)N=C2c3ccccc3C(=O)N21
32	CCCc1nnc(NC(=O)OCC)s1
33	CCN(CC)C(=O)Oc1ccc2c(=O)c(-c3ccccc3)coc2c1
34	Oc1ccc2n[nH]nc2c1
35	COc1cccc(NC(=O)N(CCCN2CCOCC2)C(C)c2cc3ccccc3o2)c1 (stereo not given)
36	CCN1C(=O)C2C(c3cccc(F)c3)NC(CC)(C(=O)OC)C2C1=O (stereo not given)
37	Cc1cc(C)c(/C=C/c2onc(C)c2S(=O)(=O)N2CCC(C(=O)NCC(C)c3ccccc3)CC2)c(C)c1 (stereo not given)
38	Cc1ncsc1CCOC(=O)c1cccnc1
39	COc1cc(N2C(=O)C=CC2=O)c(OC)cc1Cl
40	O=C(N/N=C/c1ccc2c(c1)OCO2)c1ccc2ccccc2n1

Assay by compound,31,32,33,34,35,36,37,38,39,40
Tb PGK inh,-1%,-9%,?,0%,-9%,0%,0%,7%,i,-5%
POLI inh,13%,81%[activator],4%[58.9 µM],0%,5%,1%,6%,9%,-26%,?
POLB inh,9%,28%,22%,-16%,1%,9%,4%,13%,9%,10%
Apoferritin bind,-9%,-3%,-18%,-3%,-15%,-6%,-10%,-18%,2%,?
APEX1 inh,2%,9%,13%,-2%,17%,0%,.,14%,-2%,-12%
Pol eta inh,-18%,-20%,-15%,-19%,-13%,-8%,-21%,-12%,-13%,?
BLM helicase inh,-8%,-2%,-7%,-1%,-1%,0%,-6%,-3%,-2%,-8%
POLK inh,1%,-4%,6%,-13%,-3%,-9%,-16%[60.1 µM],-9%,-21%,-17%
RXFP1 antag,-8,-1,-6,-1,6,25,-1,4,?,-19

41	CCOC(=O)Cn1nc(/C=C/c2ccccc2)ccc1=O
42	CC(C)CCNC(=O)C1CCN(S(=O)(=O)c2ccc3c(c2)CC(C)N3C(=O)C2CC2)CC1 (stereo not given)
43	COc1ccc(NC(=O)NCc2ccco2)cc1OC
44	COc1ncnc2c1NC1=C(S2)C(=NCCC(=O)O)CC(C)(C)C1
45	COc1ccc(NS(=O)(=O)c2cc(NC(=O)c3nc4nc(C)cc(C)n4n3)ccc2C)cc1
46	N#CC1=C(N)N=C(SCc2ccccc2)C(C(N)=O)C12CCCCC2 (stereo not given)
47	COC(=O)CSc1nc2ccc(NC(=O)c3ccccc3C(=O)N3CCOCC3)cc2s1
48	Cc1ccccc1CN1N=C(/C=C/c2ccccc2)CCC1=O
49	CCC(=O)NC(=S)Nc1ccccc1F
50	COc1ccc(N(CC(=O)N/N=C/c2cccc(OC)c2OC)S(=O)(=O)c2ccccc2)cc1
51	C=CCSc1nc(-c2ccc(OC)cc2)c(C#N)c(=O)n1CC=C

Assay by compound,41,42,43,44,45,46,47,48,49,50,51
Tb PGK inh,-3%,i,0%,-1%,3%,5%,6%,-8%,-3%,-6%,i
POLI inh,17%,24%,-9%,?,65%[activator],-5%[58.9 µM],-5%,41%[activator],2%,-1%,20%
POLB inh,?,10%,23%,-8%,18%,-6%,-13%[57.1 µM],-17%,-9%,?,0%
Apoferritin bind,-15%,?,-7%,-3%,-19%,4%,-19%,-4%,-14%,-11%,?
APEX1 inh,2%,27%,5%,?,-2%,-1%,-3%,20%,-4%,-6%,-1%
Pol eta inh,-2%,-7%,-7%,-23%,-15%,-8%,-5%,-1%,-7%,-9%,-18%
BLM helicase inh,-5%,-2%,1%,?,2%,0%,-10%,-12%,-1%,-7%,-1%
POLK inh,-3%,9%,1%,-5%,4%,-1%,-8%,-16%,-9%,-19%,-5%
RXFP1 antag,-4,-2,-18,-3,2,7,-13,-5,4,11,5

# An excerpt; the hit share may differ from the screen's.
